RORg inh – inhibitors of mouse ROR gamma transcriptional activity. AID 2551. Potency, µM (titrated, usually from 53.6 µM), without a hit: top-dose activity change, negative = inhibition, hits mostly inhibitors. 310,000 compounds, 5.4% hits. P51450. Drosophila S2 Gal4-RORgamma UAS-luciferase reporter, 20 h; also: nearly all actives have a fitted effect of over 60% in size
Target sequence (P51450 whole entry, looked up, the tested form may be a part): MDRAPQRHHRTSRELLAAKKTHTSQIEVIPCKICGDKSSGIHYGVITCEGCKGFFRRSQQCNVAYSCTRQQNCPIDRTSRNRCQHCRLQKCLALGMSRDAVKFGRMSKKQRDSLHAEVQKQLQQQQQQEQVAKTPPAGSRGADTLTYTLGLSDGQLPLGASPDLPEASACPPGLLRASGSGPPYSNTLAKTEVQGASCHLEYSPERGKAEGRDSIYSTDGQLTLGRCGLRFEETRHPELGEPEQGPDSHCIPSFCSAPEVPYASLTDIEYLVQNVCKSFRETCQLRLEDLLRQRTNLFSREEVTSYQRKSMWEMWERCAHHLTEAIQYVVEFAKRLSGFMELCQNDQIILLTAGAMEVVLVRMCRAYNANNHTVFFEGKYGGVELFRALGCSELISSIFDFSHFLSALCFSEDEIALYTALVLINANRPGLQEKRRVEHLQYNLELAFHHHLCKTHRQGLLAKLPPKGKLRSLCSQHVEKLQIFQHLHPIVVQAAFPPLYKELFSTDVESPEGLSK
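Luminescence from a UAS-regulated Photinus luciferase reporter in stably transfected Drosophila Schneider cells is measured; decreased signal marks ROR gamma inhibition. Fusion expression is induced by 700 uM copper sulfate for 20 hr.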
VP16 counter – Gal4-VP16 reporter inhibition counter-screen; Drosophila S2 Gal4-VP16 UAS-luciferase, luminescence, 20 h; Potency, µM (titrated, usually from 53.6 µM), for inactives: top-dose activity, negative = inhibition, actives largely listed as inhibitors; 310,000 compounds, 3.5% hits; AID 2546;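 also: Gal4-VP16 expression switched on by copper sulfate through the metallothionein promoter; nearly all actives have a fitted effect of over 50% in size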
Starred values were filed as active, the others as inactive; & = joins results of further samples; ! = a repeat was not active; [ ] = another dose, or the depositor's remark. Calls follow the shape of the dose curve; as a rule, active = well fitted curve in the direction sought with a large enough effect; inconclusive = small, poorly fitted or top-dose-only effect, or another doubt; inactive = no such curve, though single readings can be large; an effect the other way counts as inactive or inconclusive. % is scaled to controls: 0 for no effect and ±100 for the full control effect; potency is read from the fitted curve at half-maximal effect. This is a subset; the hit share may differ from the screen's.

Screening CCOc1ccc(N(C(=O)OC(C)(C)C)C(=O)c2ccc(O[Si](C)(C)C(C)(C)C)cc2)c(I)c1 returned RORg inh -10% and VP16 counter -8%.
CCOc1cc(/C=C(\C#N)C(N)=O)cc(CSc2ccccc2)c1O was read as RORg inh inconclusive and VP16 counter -7%.
C=C1C(=CC=C2CCC[C@@]3(C)[C@@H]2CC[C@H]3[C@H](C)CCCC(C)C)C[C@@H](O)C[C@@H]1O was read as RORg inh 13µM* and VP16 counter -9%.
`CCCCCC1OC1C/C=C\C/C=C\C/C=C\CCCC(=O)O` (stereo not drawn) gave RORg inh -14% and VP16 counter -3%.
For Clc1ccccc1-c1nc(NCc2cccs2)c2ccccc2n1 the results were RORg inh inconclusive and VP16 counter 3%.
`CS(=O)(=O)N1CCC2(CCCN(C(c3ccccc3)c3ccccc3)C2)CC1` gave RORg inh 18% and VP16 counter -3%.
For CC(C)C[C@@H](CC(=O)N[C@@H](CCCN)CC(=O)N[C@@H]1CCNC[C@H]1C(=O)N[C@H](CC(=O)N[C@@H](CCC(=O)O)CC(=O)O)CC(C)C)NC(=O)[C@@H]1CCCC[C@H]1N the results were RORg inh 8% and VP16 counter -2%.
For CNc1nc(-c2ccc(C(=O)N(C)C)cc2)nc2ccccc12 the results were RORg inh 1% and VP16 counter -2%.
Screening CN(C)c1ccc(-c2cncnc2Nc2ccc(F)cc2)cc1 returned RORg inh -16% and VP16 counter inconclusive.
`Nc1ncnc2c1ncn2CCOCP(=O)(O)O` gave RORg inh -8% and VP16 counter -7%.
C[C@H]1C2=C3C(CC[C@H]4C(OCc5ccc(F)cc5C(F)(F)F)OC[C@](C)([C@@H]34)N(C(=O)OC(C)(C)C)C2)C(CO)C1CO (stereo partly drawn) was read as RORg inh 1% and VP16 counter 6%.
`COC(=O)N[C@H](C[N+](=O)[O-])C(C)(C)C` gave RORg inh 7% and VP16 counter 0%.
Screening CCCCCCN(C(=O)CCCCCN1C(=O)NC(C2CCCCC2)C(C(=O)OCc2ccccc2)=C1C)C(C(=O)NCCCC)c1ccc(OCC(=O)OC)c(C(=O)OC)c1 (stereo not drawn) returned RORg inh -3% and VP16 counter -18%.
For OCCNCCCOc1cccc(Cl)c1Cl the results were RORg inh -12% and VP16 counter 0%.
`O=c1ccc2ccc(OS(=O)(=O)O)cc2o1` gave RORg inh -4% and VP16 counter 7%.
For O=C(c1cnccn1)N1CCC2(CC1)CCN(C(c1ccccc1)c1ccccc1)CC2 the results were RORg inh -14% and VP16 counter -12%.
Screening Nc1ncnc2c1[nH]c(=O)n2C1CC(O)C(CO)O1 (stereo not drawn) returned RORg inh -24% and VP16 counter -9%.
For O=C(Nc1ccccc1)N1CC2(CCN(C(=O)c3cnccn3)CC2)C1 the results were RORg inh -2% and VP16 counter -6%.
For CC(=O)Nc1ccc(SCC(c2ccccc2)N2CCN(CC(C)C)CCC2=O)cc1 (stereo not drawn) the results were RORg inh inconclusive and VP16 counter 27%.
N#Cc1cccc(NC(=O)N2CCCC3(CCN(C(=O)c4ccco4)CC3)C2)c1 was read as RORg inh -3% and VP16 counter 17%.
For CCN(CC)c1cccc(O)c1 the results were RORg inh 11% and VP16 counter -2%.
`CCCCCC(O)c1ccc([C@H]2CCC(=O)[C@@H]2CCCCCCC(=O)O)cc1` (stereo partly drawn) gave RORg inh 4% and VP16 counter -8%.
For Cn1cccc1C(=O)N1CCC2(CCCN(C(c3ccccc3)c3ccccc3)C2)CC1 the results were RORg inh 30% and VP16 counter -3%.
For C=CCCCCCCCCC(=O)O the results were RORg inh 1% and VP16 counter 7%.
C[C@@H](CCCCC(=O)Nc1ccc(C(F)(F)F)cc1)NCCc1cnc[nH]1 was read as RORg inh 21% and VP16 counter 8%.
`O=C(c1ccco1)N1CCC2(CCN(Cc3cc(C(F)(F)F)cc(C(F)(F)F)c3)CC2)CC1` gave RORg inh 14% and VP16 counter -13%.
Screening COC(=O)N1CCC2(CCN(Cc3ccc(C#N)cc3)CC2)CC1 returned RORg inh inconclusive and VP16 counter -27%.
Screening Cn1c(N)c(C(=O)COC(=O)c2cc(-c3ccccc3)nc3ccccc23)c(=O)n(C)c1=O returned RORg inh inconclusive and VP16 counter 0%.
`COc1ccc(C2OCC3(COC(C)=O)C(C)C=C(C)C2C3C)cc1` (stereo not drawn) gave RORg inh 43% and VP16 counter inconclusive.
For COC(=O)N(/C=C/c1ccc(OC)cc1)CCc1ccc(OC)c(OC)c1 the results were RORg inh 2%[10 µM] and VP16 counter 10%[10 µM].
Screening CO[C@@H]1COC(=O)[C@H](Cc2ccccc2)NC(=O)C/C=C\[C@@H](C)[C@H](OC)COC(=O)[C@@H](C)NC(=O)C/C=C\[C@H]1C returned RORg inh -22%&-3%[10 µM] and VP16 counter 8%&-2%[10 µM].
Screening CC12C=C(/C=C/c3ccc(Br)cc3)C(C)(C1)C(c1ccc(Br)cc1)CC2=O (stereo not drawn) returned RORg inh 0%[10 µM] and VP16 counter 11%[10 µM].
Screening CCCCCC(=O)/C=C/C=C\C/C=C\C/C=C\CCCC(=O)O returned RORg inh 23% and VP16 counter -2%.
Screening CS(=O)(=O)N1CCC2(CCCN(Cc3ccc(C#N)cc3)C2)CC1 returned RORg inh 1% and VP16 counter 17%.
`C=CCOC(=O)C(C(C)=O)C(NC(=O)OC)c1cccc(C)c1` (stereo not drawn) gave RORg inh -7%[10 µM] and VP16 counter 3%[10 µM].
CO[C@H]1COC(=O)[C@H]2CCCN2C(=O)C/C=C\[C@@H](C)[C@H](OC)COC(=O)C/C=C\[C@@H]1C was read as RORg inh 33%[10 µM] and VP16 counter -11%[10 µM].
For CC[C@H](C)[C@H](NC(=O)CNC(=O)[C@H](CCCNC(=N)N)NC(=O)CNC(=O)[C@@H](NC(=O)[C@H](Cc1ccc(O)cc1)NC(=O)[C@H](Cc1c[nH]c2ccccc12)NC(=O)[C@H](C)NC(=O)[C@@H]1CCCN1C(=O)[C@H](CC(N)=O)NC(=O)[C@@H](NC(=O)[C@H](CC(=O)O)NC(=O)[C@@H]1CCCN1C(=O)[C@@H](N)[C@@H](C)O)[C@@H](C)CC)[C@@H](C)O)C(=O)N[C@@H](CCCNC(=N)N)C(=O)N1CCC[C@H]1C(=O)N[C@H](C(=O)NCC(=O)N[C@@H](CCCNC(=N)N)C(=O)N[C@@H](Cc1ccccc1)C(N)=O)C(C)C the results were RORg inh -15% and VP16 counter 2%.
CCCCCCCCCCCCC/C=C/[C@@H](O)[C@H](CO)NCCCCCCCC was read as RORg inh -9% and VP16 counter 8%.
CC1OC(OC2C(CO)OC(OC3C(CO)OC(O)C(O)C3O)C(O)C2O)C(O)C(O)C1NC1C=C(CO)C(O)C(O)C1O (stereo not drawn) was read as RORg inh -5%&-27% and VP16 counter 1%&-7%.
`Cc1noc(C)c1C(=O)N1CCC2(CC1)CCN(C(c1ccccc1)c1ccccc1)CC2` gave RORg inh -26% and VP16 counter 10%.
For CCCNC(=O)OC[C@@H]1O[C@H](CCO/N=C(\C)CCN2CCc3nc(-c4ccccc4)c(-c4ccccc4)cc3C2)C=C[C@@H]1Oc1ccc(OC)cc1 the results were RORg inh 0%[10 µM] and VP16 counter -1%[10 µM].
For COc1ccc(C2CC(O)(c3ccccc3)Oc3cc(C)c(Cl)c(C)c32)cc1 (stereo not drawn) the results were RORg inh 43% and VP16 counter -20%.
`CSCC[C@H](NC(=O)[C@H](CC(C)C)NC(=O)CNC(=O)[C@H](Cc1ccccc1)NC(=O)[C@H](Cc1ccccc1)NC(=O)[C@H](CCC(N)=O)NC(=O)[C@H](CCC(N)=O)NC(=O)[C@@H]1CCCN1C(=O)[C@H](CCCCN)NC(=O)[C@@H]1CCCN1C(=O)[C@H](CCCN=C(N)N)NC(=O)CCCCC1SCC2NC(=O)NC21)C(N)=O` (stereo partly drawn) gave RORg inh 11% and VP16 counter -5%.
`CC(=O)N[C@H]1[C@H](O[C@@H]2c3ccc(c(Cl)c3)Oc3cc4cc(c3O[C@@H]3O[C@H](CO)[C@@H](O)[C@H](O)C3C)Oc3ccc(cc3Cl)C[C@H]3NC(=O)[C@@H](N)c5ccc(O)c(c5)Oc5cc(O)cc(c5)[C@H](NC3=O)C(=O)N[C@H]4C(=O)N[C@H]3C(=O)N[C@@H]2C(=O)N[C@@H](C(=O)O)c2cc(O)cc(O[C@H]4O[C@H](CO)[C@@H](O)C(O)[C@@H]4O)c2-c2cc3ccc2O)O[C@H](CO)[C@@H](O)[C@@H]1O` (stereo partly drawn) gave RORg inh 2%[16.9 µM] and VP16 counter 6%[17 µM].
CSCCC(N)C(=O)O (stereo not drawn) was read as RORg inh 1% and VP16 counter -2%.
CS(=O)(=O)Nc1cccc(-c2nccc(Nc3ccc(F)cc3)n2)c1 was read as RORg inh inconclusive and VP16 counter 2%.
For COc1ccc2[nH]cc(CCNc3nc(-c4ccccc4OC)nc4ccccc34)c2c1 the results were RORg inh -35% and VP16 counter -23%.
CN(C)C(=O)c1ccc(-c2ccc3ncnc(N4CCC(C(=O)O)CC4)c3c2)cc1 was read as RORg inh -13% and VP16 counter 1%.
Screening O=c1c(-c2ccc(F)c(F)c2)nc2cncnc2n1Cc1ccccc1 returned RORg inh 6% and VP16 counter -16%.
O=C(c1ccco1)N1CCC[C@@]2(CCN(c3cccc(-c4ccccc4)c3)C2)C1 was read as RORg inh 27% and VP16 counter 18%.
COC(=O)C/C=C\[C@@H](C)[C@@H]1C=C[C@H](OC(C)=O)[C@H](COC(C)=O)O1 was read as RORg inh -15%[10 µM] and VP16 counter -2%[10 µM].
Cc1ccc(-c2nn(CC(C)(C)C)c3ncnc(N)c23)cc1 was read as RORg inh -44% and VP16 counter -30%.
`COc1ccc(OCC2CC3C(CCC(C)C3c3ccc(Br)cc3)C(=O)O2)cc1` (stereo not drawn) gave RORg inh -20%[10 µM] and VP16 counter -5%[10 µM].
`NS(=O)(=O)c1cc2c(cc1Cl)N[C@H](Cc1ccccc1)NS2(=O)=O` gave RORg inh 4%[10 µM] and VP16 counter 0%.
Cc1c2oc3c(C)ccc(C(=O)N[C@@H]4C(=O)N[C@H](C(C)C)C(=O)N5CCC[C@H]5C(=O)N(C)CC(=O)N(C)[C@@H](C(C)C)C(=O)O[C@@H]4C)c3nc-2c(C(=O)N[C@@H]2C(=O)N[C@H](C(C)C)C(=O)N3CCC[C@H]3C(=O)N(C)CC(=O)N(C)[C@@H](C(C)C)C(=O)O[C@@H]2C)c(N)c1=O was read as RORg inh 0.022µM* and VP16 counter 20µM*!.
`COc1ccc2[nH]cc(CCNc3cc(-c4ccc5c(c4)OCO5)ncn3)c2c1` gave RORg inh 26% and VP16 counter 8%.
C=CCOC(=O)NC(c1ccc(F)c(F)c1)C(C(=O)COC)C(=O)OC (stereo not drawn) was read as RORg inh -16%&-15% and VP16 counter 8%&5%.
Screening CC(C)c1c(O)ccc2c1CCC1[C@@](C)(C=O)CCC[C@@]21C (stereo partly drawn) returned RORg inh 19% and VP16 counter inconclusive.
`O=S(=O)(c1ccccc1)N1CCC2(CCCN(c3ncccn3)C2)CC1` gave RORg inh 4% and VP16 counter 7%.

Quoted at random: six entries already listed
For C=CCCCCCCCCC(=O)O the results were RORg inh 1% and VP16 counter 7%.
For OCCNCCCOc1cccc(Cl)c1Cl the results were RORg inh -12% and VP16 counter 0%.
`O=c1ccc2ccc(OS(=O)(=O)O)cc2o1` gave RORg inh -4% and VP16 counter 7%.
`COc1ccc2[nH]cc(CCNc3cc(-c4ccc5c(c4)OCO5)ncn3)c2c1` gave RORg inh 26% and VP16 counter 8%.
COC(=O)C/C=C\[C@@H](C)[C@@H]1C=C[C@H](OC(C)=O)[C@H](COC(C)=O)O1 was read as RORg inh -15%[10 µM] and VP16 counter -2%[10 µM].
Screening CCCCCC(=O)/C=C/C=C\C/C=C\C/C=C\CCCC(=O)O returned RORg inh 23% and VP16 counter -2%.

From PubChem
